TEAD-YAP block – TEAD-YAP interaction inhibition | HEK-TIYL cells, TEAD-Gal4/YAP UAS-luciferase luminescence | inhibition, % at 9.12 µM | hit rate 1.4% among 640,000 | AID 1259422; in the data active = inhibition above about 32%;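 also: 0% = median of test compound wells and 100% = reference inhibitor wells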
GPR151 ag – activates the human receptor GPR151. AID 1508602. hit rate 1% among 650,000. Q8TDV0. PathHunter beta-arrestin GPR151 cells, luminescence. activation, % at 11.2 µM; in the data active = activation above about 4.9%;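 also: 0% = median of compound wells and 100% = cells with positive control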
Target sequence (Q8TDV0 whole entry, looked up): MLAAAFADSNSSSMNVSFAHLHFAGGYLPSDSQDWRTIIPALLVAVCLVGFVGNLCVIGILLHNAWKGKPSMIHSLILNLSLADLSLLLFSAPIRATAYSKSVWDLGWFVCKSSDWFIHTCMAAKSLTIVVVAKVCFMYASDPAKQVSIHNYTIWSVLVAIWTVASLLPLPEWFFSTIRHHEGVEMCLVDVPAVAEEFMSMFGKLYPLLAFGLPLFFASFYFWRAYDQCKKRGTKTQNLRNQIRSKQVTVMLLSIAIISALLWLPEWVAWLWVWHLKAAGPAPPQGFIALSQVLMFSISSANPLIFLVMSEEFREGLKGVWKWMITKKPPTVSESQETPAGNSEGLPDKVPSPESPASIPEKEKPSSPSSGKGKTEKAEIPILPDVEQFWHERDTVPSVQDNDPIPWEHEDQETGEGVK
MITF inh – blocks human microphthalmia-associated transcription factor; O75030; AlphaScreen MITF homodimerization, bead proximity signal; inhibition, % at 2.6 µM; hit rate 0.91% among 650,000; AID 1259374; in the data active = inhibition above about 50%;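 also: 0% = vehicle wells with protein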
FBW7 act – activators of human E3 ligase FBW7; hit rate 0.13% among 650,000; normalized activity (activation), % at 26.1 µM; AlphaScreen FBW7–phospho-cyclin E peptide binding, activator screen; in the data active = normalized activity above about 1.9%;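 also: purified mutant Fbw7 with reduced substrate affinity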
Target sequence (Q969H0 whole entry, looked up): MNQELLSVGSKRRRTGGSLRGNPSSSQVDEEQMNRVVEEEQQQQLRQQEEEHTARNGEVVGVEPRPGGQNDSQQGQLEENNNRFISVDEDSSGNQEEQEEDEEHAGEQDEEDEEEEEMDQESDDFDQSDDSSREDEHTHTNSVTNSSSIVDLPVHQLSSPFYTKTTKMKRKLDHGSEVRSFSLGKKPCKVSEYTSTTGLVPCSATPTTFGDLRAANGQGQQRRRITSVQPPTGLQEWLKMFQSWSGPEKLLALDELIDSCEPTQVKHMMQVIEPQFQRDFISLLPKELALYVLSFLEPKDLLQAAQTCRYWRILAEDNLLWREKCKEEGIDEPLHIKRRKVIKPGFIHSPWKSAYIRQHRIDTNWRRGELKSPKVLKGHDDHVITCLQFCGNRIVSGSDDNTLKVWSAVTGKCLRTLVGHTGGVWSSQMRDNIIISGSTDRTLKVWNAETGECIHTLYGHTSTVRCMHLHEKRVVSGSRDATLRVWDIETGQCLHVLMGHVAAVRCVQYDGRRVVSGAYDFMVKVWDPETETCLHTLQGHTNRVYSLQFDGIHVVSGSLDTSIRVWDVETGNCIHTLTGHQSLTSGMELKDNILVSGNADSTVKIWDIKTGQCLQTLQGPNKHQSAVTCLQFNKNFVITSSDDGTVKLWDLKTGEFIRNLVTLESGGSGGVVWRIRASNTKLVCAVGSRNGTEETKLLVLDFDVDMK
* marks the source's active call; other numbers are inactive results.

For NC(=S)NCC1CC(c2ccc(Cl)cc2Cl)=NO1 (centres undefined) the results were TEAD-YAP block 12, GPR151 ag -1.6, MITF inh 2 and FBW7 act 0.0.
`CC(C)N1CCN(C(=O)c2cccc(F)c2)CC1` gave TEAD-YAP block -10, GPR151 ag -0.2, MITF inh 46 and FBW7 act -0.1.
For C[C@@H](C(=O)OCC(=O)c1ccc[nH]1)N1C(=O)C2CCCCC2C1=O (some centres undefined) the results were TEAD-YAP block -1, GPR151 ag 0.5, MITF inh -2 and FBW7 act 0.0.
O=C(Nc1ccc2nn(-c3ccccc3)nc2c1)c1cc([N+](=O)[O-])ccc1Cl was read as TEAD-YAP block 11, GPR151 ag 0.2, MITF inh -12 and FBW7 act -0.2.
`O=C(Nc1ccc(I)cc1Cl)c1ccco1` gave TEAD-YAP block -31, GPR151 ag 0.2, MITF inh -1 and FBW7 act -0.1.
Screening COc1ccc(NC(=S)NC(=O)c2ccccc2Cl)cc1 returned TEAD-YAP block -23, GPR151 ag 1.9, MITF inh -6 and FBW7 act 0.0.
`COC(=O)[C@@H]1CCCN1C(=O)CCc1nnc(CCC2CCCCC2)o1` gave TEAD-YAP block -55, GPR151 ag 1.2, MITF inh -11 and FBW7 act 0.0.
Screening Cc1ccc(-n2cc(C(=O)N3CCC(C)CC3)c3ccccc3c2=O)cc1C returned TEAD-YAP block 6, GPR151 ag -0.4, MITF inh 4 and FBW7 act -0.2.
`CCN1C(=O)CC(C(=O)OC)C12CCN(C(=O)c1cc(CC(C)C)on1)CC2` (centres undefined) gave TEAD-YAP block -7, GPR151 ag 0.0, MITF inh 10 and FBW7 act 0.0.
Screening COc1ccc(OCCNC(=O)/C=C/c2ccccc2)cc1 returned TEAD-YAP block 2, GPR151 ag -1.1, MITF inh 4 and FBW7 act 0.0.
CC(C)c1nnc(NC(=O)CCC2CCCCC2)s1 was read as TEAD-YAP block -17, GPR151 ag 1.1, MITF inh -15 and FBW7 act -0.2.
`CN1C(=O)NC(c2cccc(C(F)(F)F)c2)C2=C1CC(C)(C)CC2=O` (centres undefined) gave TEAD-YAP block 3, GPR151 ag -0.4, MITF inh 16 and FBW7 act 0.0.
`N#Cc1c(-c2ccc(F)cc2)cc(-c2ccccc2)nc1SCc1ccccc1Cl` gave TEAD-YAP block -16, GPR151 ag -0.4, MITF inh -3 and FBW7 act 0.0.
`CCOC(=O)C1CCN(C(=O)c2cn(CCOC)c(=O)c3c2c2ccccc2n3C)CC1` gave TEAD-YAP block -9, GPR151 ag -1.7, MITF inh 13 and FBW7 act 0.6.
COc1cccc(-c2cc3nc(C)cc(NCCCn4ccnc4)n3n2)c1 was read as TEAD-YAP block 3, GPR151 ag 0.2, MITF inh 9 and FBW7 act 1.3.
COc1cc(OC)c(C2C(C(=O)OC3CCCC3)=C(C)NC3=C2C(=O)CC(c2cccs2)C3)cc1OC (centres undefined) was read as TEAD-YAP block -16, GPR151 ag -0.1, MITF inh 6 and FBW7 act 0.1.
CC(C(=O)O)n1cc(C=O)c2ccccc21 (centres undefined) was read as TEAD-YAP block -2, GPR151 ag -0.3, MITF inh -2 and FBW7 act -0.2.
Screening COC(=O)c1ccccc1NC(=O)C12CCC(C1)C(C)(C)C2=O (centres undefined) returned TEAD-YAP block 7, GPR151 ag -0.7, MITF inh 22 and FBW7 act 0.3.
Screening C/C(=N\NC(=O)OC(C)(C)C)c1ccc(-n2ccnc2)cc1 returned TEAD-YAP block -38, GPR151 ag -1.1, MITF inh -5 and FBW7 act -0.2.
Screening CCCOC(=O)c1ccc(NC(=O)OC)cc1 returned TEAD-YAP block -32, GPR151 ag -1.8, MITF inh 10 and FBW7 act -0.1.
For CC(NC(=O)c1cc(F)ccc1F)c1nnc2n1CCN(Cc1ccccc1O)CC2 (centres undefined) the results were TEAD-YAP block -7, GPR151 ag 0.2, MITF inh 1 and FBW7 act -0.1.
Screening CC1CCC(COC(=O)CN2CCCCC2)C(C)C1 (centres undefined) returned TEAD-YAP block -2, GPR151 ag 0.5, MITF inh 16 and FBW7 act 0.1.
Screening CCOc1ccccc1C1CC(c2cccs2)=NN1C(C)=O (centres undefined) returned TEAD-YAP block 3, GPR151 ag -1.0, MITF inh 14 and FBW7 act 0.4.
For Cc1ccc(C(=O)C2=C(O)C(=O)N(c3ncccn3)C2c2cccc(Cl)c2)o1 (centres undefined) the results were TEAD-YAP block 1, GPR151 ag -0.9, MITF inh 14 and FBW7 act 0.0.
Screening c1cc(N2CCOCC2)n2ncc(-c3ccoc3)c2n1 returned TEAD-YAP block -39, GPR151 ag -0.1, MITF inh 7 and FBW7 act -1.2.
`CC(C)CNC(=O)c1ccc2c(c1)CC(c1nc3ncc(-c4ccnc(N)n4)cc3[nH]1)CO2` (centres undefined) gave TEAD-YAP block -3, GPR151 ag 1.8, MITF inh 27 and FBW7 act 0.2.
`O=C(Cc1ccccc1)NCc1n[nH]c(=S)n1-c1cccc(Cl)c1` gave TEAD-YAP block -4, GPR151 ag -0.1, MITF inh -10 and FBW7 act -0.3.
For COc1ccc(Br)cc1C(=O)Nc1ccccc1C the results were TEAD-YAP block -5, GPR151 ag 0.6, MITF inh 5 and FBW7 act 0.0.
Screening CC(C)NC(=O)Cn1nc(-c2cccc3ncccc23)oc1=O returned TEAD-YAP block 2, GPR151 ag 0.6, MITF inh 8 and FBW7 act 0.2.
CCOc1ccc(S(=O)(=O)Nc2ccc(-c3csc(C)n3)cc2)cc1 was read as TEAD-YAP block 10, GPR151 ag 0.3, MITF inh -8 and FBW7 act -0.1.
`C=CCNC(=O)CCNS(=O)(=O)c1ccc(OC)cc1` gave TEAD-YAP block -1, GPR151 ag -0.7, MITF inh 8 and FBW7 act 0.1.
For COc1ccc(/C=C2\N=C(c3ccc(Cl)cc3)N(c3cccc(C)c3)C2=O)cc1OC the results were TEAD-YAP block -9, GPR151 ag -0.7, MITF inh 21 and FBW7 act 0.2.
For CCOC(=O)c1[nH]c2ccccc2c1NC(=O)Cc1cccc2ccccc12 the results were TEAD-YAP block 3, GPR151 ag 1.7, MITF inh 7 and FBW7 act 0.2.
`S=c1sc(SCc2ccccc2)c(SCc2ccccc2)s1` gave TEAD-YAP block -11, GPR151 ag -0.3, MITF inh 2 and FBW7 act -0.2.
COc1ccc(-n2nc3c(c2NC(=O)c2cccc(C(F)(F)F)c2)CS(=O)(=O)C3)cc1 was read as TEAD-YAP block 10, GPR151 ag -0.5, MITF inh 18 and FBW7 act 0.7.
`Cc1onc(-c2c(F)cccc2Cl)c1C(=O)N1CCC(C)CC1` gave TEAD-YAP block 0, GPR151 ag -0.1, MITF inh 4 and FBW7 act 0.0.
For O=C(C1CCC(CNc2c(N3CCCCC3)c(=O)c2=O)CC1)N1CCCCC1 (centres undefined) the results were TEAD-YAP block -2, GPR151 ag -1.4, MITF inh 7 and FBW7 act -0.1.
Screening CCNC(=O)C12N=CNN=C1N(C)C(=O)N2C (centres undefined) returned TEAD-YAP block -3, GPR151 ag -1.5, MITF inh -8 and FBW7 act 0.1.
`COc1nc(NCc2ccco2)nc(N2CCC(C)CC2)n1` gave TEAD-YAP block -27, GPR151 ag -0.3, MITF inh -8 and FBW7 act 0.1.
For COC(=O)c1c(NC(=O)c2ccc(C(C)(C)C)cc2)sc2c1CCC(C)C2 (centres undefined) the results were TEAD-YAP block 0, GPR151 ag 0.3, MITF inh -2 and FBW7 act 0.0.

9 successive entries already listed, for reference:
Screening CC(C)NC(=O)Cn1nc(-c2cccc3ncccc23)oc1=O returned TEAD-YAP block 2, GPR151 ag 0.6, MITF inh 8 and FBW7 act 0.2.
CCOc1ccc(S(=O)(=O)Nc2ccc(-c3csc(C)n3)cc2)cc1 was read as TEAD-YAP block 10, GPR151 ag 0.3, MITF inh -8 and FBW7 act -0.1.
`C=CCNC(=O)CCNS(=O)(=O)c1ccc(OC)cc1` gave TEAD-YAP block -1, GPR151 ag -0.7, MITF inh 8 and FBW7 act 0.1.
For COc1ccc(/C=C2\N=C(c3ccc(Cl)cc3)N(c3cccc(C)c3)C2=O)cc1OC the results were TEAD-YAP block -9, GPR151 ag -0.7, MITF inh 21 and FBW7 act 0.2.
For CCOC(=O)c1[nH]c2ccccc2c1NC(=O)Cc1cccc2ccccc12 the results were TEAD-YAP block 3, GPR151 ag 1.7, MITF inh 7 and FBW7 act 0.2.
`S=c1sc(SCc2ccccc2)c(SCc2ccccc2)s1` gave TEAD-YAP block -11, GPR151 ag -0.3, MITF inh 2 and FBW7 act -0.2.
COc1ccc(-n2nc3c(c2NC(=O)c2cccc(C(F)(F)F)c2)CS(=O)(=O)C3)cc1 was read as TEAD-YAP block 10, GPR151 ag -0.5, MITF inh 18 and FBW7 act 0.7.
`Cc1onc(-c2c(F)cccc2Cl)c1C(=O)N1CCC(C)CC1` gave TEAD-YAP block 0, GPR151 ag -0.1, MITF inh 4 and FBW7 act 0.0.
For O=C(C1CCC(CNc2c(N3CCCCC3)c(=O)c2=O)CC1)N1CCCCC1 (centres undefined) the results were TEAD-YAP block -2, GPR151 ag -1.4, MITF inh 7 and FBW7 act -0.1.

Next results
`CS(=O)(=O)N(CC(=O)Nc1ccccc1C(F)(F)F)c1ccc(F)c(Cl)c1` gave TEAD-YAP block 2, GPR151 ag 0.1, MITF inh -7 and FBW7 act 0.0.
For CCC(C(=O)NCc1ccc(OC)cc1)c1ccccc1 (centres undefined) the results were TEAD-YAP block -3, GPR151 ag 0.4, MITF inh -9 and FBW7 act -0.1.
`O=C(Nc1ccc(F)c([N+](=O)[O-])c1)c1cccn(OCc2ccccc2F)c1=O` gave TEAD-YAP block -6, GPR151 ag 0.2, MITF inh 20 and FBW7 act 0.0.
CCOC(=O)CSC1=C(C#N)C(c2ccccc2Cl)C(C(=O)Nc2ccccc2OC)=C(C)N1 (centres undefined) was read as TEAD-YAP block -5, GPR151 ag 0.3, MITF inh 11 and FBW7 act -0.1.
`CC1=NN(c2ccc(S(=O)(=O)O)cc2)C(=O)/C1=C\c1ccc(Cl)cc1` gave TEAD-YAP block 10, GPR151 ag -1.5, MITF inh 20 and FBW7 act -0.2.
`O=S1(=O)N=C(Nc2nncs2)c2ccccc21` gave TEAD-YAP block 12, GPR151 ag -0.3, MITF inh -2 and FBW7 act 0.1.
Screening CS(=O)(=O)NCCOc1ccc(S(=O)(=O)NCc2ccccc2)cc1 returned TEAD-YAP block 2, GPR151 ag 0.3, MITF inh 23 and FBW7 act 0.0.
Screening CC(=O)N1CC[C@H](NC(=O)c2cccc(-n3cc(NC(=O)Cc4ccccc4)cn3)c2)C1 returned TEAD-YAP block -7, GPR151 ag -0.4, MITF inh 1 and FBW7 act 0.1.
O=C(CC(Nc1cccc(Cl)c1)c1ccc(F)cc1)c1ccccc1 (centres undefined) was read as TEAD-YAP block -12, GPR151 ag 1.7, MITF inh 14 and FBW7 act 0.7.
Screening CCC(Cc1ccccc1)NS(=O)(=O)c1ccc(F)c(C(=O)Nc2c(C)cc(C)cc2C)c1 (centres undefined) returned TEAD-YAP block -8, GPR151 ag -0.4, MITF inh -8 and FBW7 act -0.1.
Screening CCC(=O)N=c1sc2cc(Cl)ccc2n1C returned TEAD-YAP block -6, GPR151 ag -2.1, MITF inh 1 and FBW7 act 0.0.
For C/C(N)=C(/C#N)C(=O)Cn1nc(C)c([N+](=O)[O-])c1C the results were TEAD-YAP block 6, GPR151 ag 0.5, MITF inh 0 and FBW7 act -0.2.
`CCOc1cc(/C=C2\SC(N3CCCCC3)=NC2=O)ccc1O` gave TEAD-YAP block -29, GPR151 ag -1.2, MITF inh -4 and FBW7 act 0.1.
COCCn1cnc2sc(C(=O)Nc3ccc(Oc4ccccc4)cc3)c(C)c2c1=O was read as TEAD-YAP block 3, GPR151 ag 0.0, MITF inh 8 and FBW7 act 0.2.
CCCCOc1ccc(C(=O)Nc2nnc(SCc3ccccc3F)s2)cc1 was read as TEAD-YAP block 3, GPR151 ag 0.1, MITF inh -3 and FBW7 act 0.0.
Screening CC1(C)Cc2noc(N)c2C(C)(C)N1OC(=O)c1cccs1 returned TEAD-YAP block 6, GPR151 ag -0.7, MITF inh 8 and FBW7 act 0.3.
`CCOC(=O)C1CCN(Cc2cc([N+](=O)[O-])ccc2O)CC1` gave TEAD-YAP block -5, GPR151 ag 0.2, MITF inh -9 and FBW7 act 0.0.
O=S(=O)(CCCCCl)NS(=O)(=O)c1ccc(Cl)cc1 was read as TEAD-YAP block -8, GPR151 ag -0.8, MITF inh 15 and FBW7 act 0.2.
O=C(Cn1c(-c2ccccc2F)nc2ccccc2c1=O)Nc1nc2ccccc2s1 was read as TEAD-YAP block -8, GPR151 ag -0.1, MITF inh 12 and FBW7 act 0.2.
Nc1ccccc1C(=O)NNC(=O)C(=O)/C=C(\O)c1ccc(Cl)cc1 was read as TEAD-YAP block -39, GPR151 ag 0.5, MITF inh 13 and FBW7 act 0.2.
`O=C(CC(NS(=O)(=O)c1ccc(Cl)cc1)c1ccco1)NCCc1ccccc1` (centres undefined) gave TEAD-YAP block -9, GPR151 ag 0.8, MITF inh -2 and FBW7 act 0.2.
Screening COc1ccc(S(=O)(=O)NC2CCCC2)cc1C returned TEAD-YAP block -2, GPR151 ag -1.4, MITF inh 11 and FBW7 act 0.8.
`COCCNC(=O)c1ccc2c(c1)[nH]c(=S)n1c3ccccc3nc21` gave TEAD-YAP block -11, GPR151 ag -0.7, MITF inh -6 and FBW7 act -0.1.
N#C/C(=C\c1cc2c(cc1Cl)OCO2)C(=O)Nc1ccc(Cl)c([N+](=O)[O-])c1 was read as TEAD-YAP block 7, GPR151 ag 0.4, MITF inh 13 and FBW7 act 0.0.
Screening O=C(Cc1ccccc1)Nc1nnc(SCC(=O)NC2CCCCC2)s1 returned TEAD-YAP block 5, GPR151 ag 0.2, MITF inh 9 and FBW7 act 0.2.

Screening results from PubChem BioAssay.
